Lipid storage S3: qHTS Assay for Lipid Storage Modulators in Drosophila S3 Cells. Drosophila S3 cells, BODIPY lipid droplet fluorescence, 18-24 h; cells fed with added oleic acid. Potency in µM for hits, for the others lipid storage change, negative = inhibition, % at the top dose, mostly 46.1 µM. actives 0.64% (n = 320,000). AID 2685; active = well fitted inhibition curve with a large enough effect in the signal ratio, with a control signal flat, not every such curve was filed as active; inconclusive = small, poorly fitted or top-dose-only effect, or effect the other way, or a change in a side signal; the % refers to the signal ratio
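Drosophila S3 cells loaded with oleic acid (400 uM, as added) and compounds at several concentrations; lipid droplets imaged by 488-nm laser-scanning cytometry, 500–530 nm intensity and object ratio to cell channel. Percent activity normalized to 20 uM Triacsin C.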
Lipid storage S3 cell count max: second read-out of Lipid storage S3, no call of its own (marks repeat the call); cell number change, %; measured here: cell count max response;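 cells counted by Cell Tracker Red CMTPX staining in the red channel; peak over a dose series mostly up to 46.1 µM; percent activity relative to internal control wells on each plate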
An asterisk follows results filed as active; i = inactive; ? = inconclusive; . = no result given. % is scaled to controls: 0 for no effect and ±100 for the full control effect; potency is read from the fitted curve at half-maximal effect. This is a subset; rates above refer to the full screens.

SMILES	Lipid storage S3	Lipid storage S3 cell count max
COC(=O)CCCC1=CC2=CC(=O)C(C)(OC(=O)C3CCCC3)C(=O)C2=CO1 (centres undefined)	?	.
CC(=O)Nc1cc2c(cc1NC(=O)Cn1nc(-c3ccc4c(c3)OCCO4)ccc1=O)OCCO2	i	.
CCN(CC)C(C(=O)Nc1ccc2c(c1)OCO2)c1ccccc1 (centres undefined)	-8%	10
Cc1oc(-c2ccc(Cl)cc2)cc1-c1nn2c(-c3ccoc3C)nnc2s1	i	.
CCOC(=O)C1(Cc2cccc(OC)c2)CCN(C/C=C/c2ccc(OC)cc2)CC1	?	.
CN(C)CCN(C(=O)c1ccc(S(=O)(=O)N2CCCC2)cc1)c1nc2ccc(Br)cc2s1	?	.
CCCn1cc(NC(=O)C2CC(c3cccc(Br)c3)=NO2)cn1 (centres undefined)	?	.
O=C(Nc1cccc(F)c1)C1CCN(C(=O)c2ccc(Cl)cc2)CC1	20%	-3
Nc1c(-c2cccs2)cnn1-c1nc(-c2ccc(Cl)cc2Cl)cs1	16%	12
S=C1NC2(CCCC2)N=C1c1ccccc1	-8%	-7
CCOC(=O)c1c(C)nc2ccc(C)cn12	?	.
CCC(=O)c1ccc(OCC(=O)OCC(=O)Nc2sccc2C(N)=O)cc1	?	.
CCn1c2ccccc2c2nnc(SCC(=O)N(C)C3CCS(=O)(=O)C3)nc21 (centres undefined)	i	15
COc1ccccc1C(=O)NNC(=O)c1ccc(NC(=O)c2ccccc2)cc1	-6%	0
CCn1c(=O)c(C(=O)NNC(=O)c2ccccc2Cl)c(O)c2ccccc21	i	2
COc1ccc(-c2csc(NC(=S)NC(=O)c3ccccc3)n2)cc1Br	i	.
OCCNCC(O)CN1c2ccccc2Sc2ccccc21 (centres undefined)	17%	18
O=C(O)c1ccc2c(c1)S(=O)(=O)N=C1CCCCCN12	?	.
Cn1c(-c2ccc(CN3CCCCC3)o2)nc2ccccc21	?	.
COc1ccc2nc(N3C(=O)CC(C(C)c4ccccc4)C3=O)sc2c1 (centres undefined)	9%	10
COc1cc(C)c(Cl)cc1S(=O)(=O)N1CCCC1	?	.
CS(=O)(=O)N1CCN(c2ccccc2NC(=O)c2cccnc2)CC1	i	.
Cc1cc(NC(=O)COC(=O)[C@@H](NS(=O)(=O)c2ccc(Br)cc2)C(C)C)no1	0%	-7
CCN1CCc2c(OCC(=O)Nc3ccc(C)cc3)cccc2C1=O	?	.
CC(C)(C)n1cn[nH]c1=S	i	.
More results.
SMILES	Lipid storage S3	Lipid storage S3 cell count max
COc1ccc2oc(=O)c(C(=O)O)cc2c1	?	.
Cc1n[nH]c(=O)nc1NCc1ccc(Cl)cc1	i	5
Cc1c(C(=O)NCc2ccc3c(c2)OCO3)sc2nc(-c3ccc(F)cc3)cn12	?	.
CN(C)c1ccc(NC(=O)/C=C/c2ccccc2Cl)cc1	-1%	8
Cc1nn(-c2ccccc2)c(N)c1Sc1cccc([N+](=O)[O-])c1	?	.
Cc1nc(NCCc2ccc(S(N)(=O)=O)cc2)c2c3c(sc2n1)CCC3	?	.
CCOC(=O)Cc1csc(NC(=O)c2csc3c2CCCC3)n1	10%	-17
COc1cc(/C=C/C(=O)NC(=O)c2ccccc2O)ccc1OC(C)=O	?	.
CCC(=O)Nc1c(C)n[nH]c1C	?	.
O=C(OCc1ccccc1)N1CCc2ccccc21	?	.
O=C(O)c1ccc2c(c1)SC1=NS(=O)(=O)CCN12	-26%	-20
O=C(O)[C@@H]1CCCN1C(=O)COc1ccc2c3c(c(=O)oc2c1)CCC3	-8%	-17
C=CCNc1nc(C(F)(F)F)nc2c1nnn2Cc1ccccc1Cl	?	.
COc1ccccc1Oc1nc(-c2cccnc2)nc2ccccc12	14%	.
COc1ccc(C2CC2C(=O)c2ccccn2)cc1 (centres undefined)	?	.
CSCC(=O)N1CCC(Oc2cccc(C(=O)NCc3ccccn3)c2)CC1	15%	.
CCC(C)c1ccc(NC(=O)c2[nH]c(C)c(C(C)=O)c2C)cc1 (centres undefined)	?	.
CC(c1nc2ccccc2n1Cc1ccccc1)N1CCCCC1 (centres undefined)	6%	.
Cc1c(C2CC(=O)N(c3ccccc3)C2=O)[nH]n(-c2ccccc2)c1=O (centres undefined)	?	.
CCOc1ccc(N(CC(=O)N2CCCC2)S(=O)(=O)c2ccc(Cl)cc2)cc1	?	.
CN(C)C(=O)c1ccc(-n2cnc3ccccc3c2=O)cc1	-1%	13
CCNc1nc(NC(C)C)nc(Oc2ccc(=O)n(C)n2)n1	9%	5
CCOC(=O)C1CCN(CC(=O)Nc2cc(S(=O)(=O)N3CCCCC3)ccc2Cl)CC1	?	.
Cc1nnc(NC(=O)c2ccccc2-c2ccccc2C(=O)O)s1	?	.
CCCCCN(C(=O)CCC(=O)OCC(=O)NC1CCC(C)CC1)c1c(N)n(CCCC)c(=O)[nH]c1=O (centres undefined)	?	.
(cont.)
SMILES	Lipid storage S3	Lipid storage S3 cell count max
Nc1nc(SCC(=O)NC2CCCc3ccccc32)n[nH]1 (centres undefined)	?	.
Cn1nc(C(F)(F)F)c(C(=O)Nc2cccc(Cl)c2)c1Cl	4%	11
CCOC(=O)COc1ccc2c(=O)c(-c3ccccc3)coc2c1	9%	14
O=C(Nc1ncc2c(n1)-c1ccccc1OC2)c1ccc(Cl)cc1	?	.
O=C(CSc1nc2ncc(Cl)cc2[nH]1)NCC(=O)Nc1ccc(F)c(F)c1F	13%	8
O=C(NCc1ccccc1)c1ccc(COCC(F)(F)F)o1	10%	10
CN(C)CCCNC(=O)C(=O)Nc1cc2c3c(c1)CCC(=O)N3CCC2	i	24
Cc1cc(/C=N\NC(=O)CC(=O)NC2CCCCC2)c(C)n1-c1ccc(Cl)cc1	15%	.
COc1ccccc1NC(=O)c1nnn(Cc2ccccc2)c1NC(=O)C(F)(F)F	?	.
CC1Sc2ccc(S(=O)(=O)N3CCC(C(=O)NCc4ccc(Cl)cc4)CC3)cc2NC1=O (centres undefined)	?	.
O=C(c1cccc(NS(=O)(=O)c2ccccc2)c1)N1CCN(c2ccccc2)CC1	?	.
CCc1noc(C)c1C(=O)NCCc1ccc(F)cc1	?	.
COC(=O)Cn1c(O)c(N=NC(=O)CNC(=O)COc2cccc(C)c2)c2ccccc21	?	.
CCOC(=O)c1ccccc1NC(=O)Cn1cnc2c(oc3ccccc32)c1=O	?	.
CCn1c(C)nc2cc(S(N)(=O)=O)ccc21	-19%	.
C/C=C/C=C\C(=O)Nc1cccc(C2=NOC3(C2)C[C@H](C(N)=O)N(C(=O)/C=C/C)C3)c1 (some centres undefined)	0%	17
COc1ccc(CCCc2n[nH]c(=S)o2)cc1	7%	13
COC(=O)c1ccc(CNC(=O)CCNC(=O)c2ccco2)cc1	?	.
Cc1ccc(Cn2nnnc2CN2CCC(O)(c3ccccc3F)CC2)cc1	7%	8
O=C(Nc1ccc(CN2CCOCC2)cc1)c1ccc(-c2cc(Cl)ccc2Cl)o1	?	.
CN1CCC(=O)N(CCSc2ccccc2)CC1	-17%	4
CC1CCN(C(=O)C(C)c2ccc([N+](=O)[O-])cc2)CC1 (centres undefined)	?	.
Cn1c(SCC(=O)Nc2ccc(N3CCOCC3)c(Cl)c2)nnc1C(O)c1ccccc1 (centres undefined)	?	.
CNC[C@@H](CC1CCCCC1)NC[C@H](CC(C)C)NCCc1cccc(C(F)(F)F)c1	?	.
COc1ccccc1C(=O)NC(C)C(c1cccs1)N1CCN(C)CC1 (centres undefined)	-9%	-26

Retrieved by structure from the list above, five records:
SMILES	Lipid storage S3	Lipid storage S3 cell count max
CCOC(=O)c1ccccc1NC(=O)Cn1cnc2c(oc3ccccc32)c1=O	?	.
COc1ccccc1C(=O)NC(C)C(c1cccs1)N1CCN(C)CC1 (centres undefined)	-9%	-26
O=C(c1cccc(NS(=O)(=O)c2ccccc2)c1)N1CCN(c2ccccc2)CC1	?	.
CCOC(=O)COc1ccc2c(=O)c(-c3ccccc3)coc2c1	9%	14
CCn1c(C)nc2cc(S(N)(=O)=O)ccc21	-19%	.

(more compounds)
SMILES	Lipid storage S3	Lipid storage S3 cell count max
O=C(c1cc2ccccc2oc1=O)N1CCCCCCC1	?	.
CC1(C)OC(=O)C(=NNc2ccc(C(=O)O)cc2)C(=O)O1	-19%	2
O=c1ccc(S(=O)(=O)N2CCC(Cc3ccccc3)CC2)c[nH]1	?	.
O=C(Nc1ccccc1Cl)c1cccc(COc2cc(Cl)ccc2Cl)c1	?	.
O=C(c1cc(-c2cccnc2)nc2ccccc12)N1CCN(S(=O)(=O)c2cccs2)CC1	-5%	23
CN1CCN(C(=O)c2cccc(COc3cc(Cl)ccc3Cl)c2)CC1	-7%	-19
CCOc1ccc(NC(=O)NNC(=O)C(C)Oc2ccccc2OC)cc1 (centres undefined)	?	.
C/C(=N\NC(=O)c1csc(C)c1C)c1ccc(C)s1	?	.
O=C(CCl)Nc1ccc(Oc2cnc3ccccc3n2)cc1	?	.
CN(Cc1cccs1)C(=O)COc1cccc(-n2cnnn2)c1	?	.
O=C(c1ccccc1)c1nnc(-c2ccncc2)o1	?	.
O=C(NC1CCCCC1)C1CCN(c2nccs2)CC1	?	.
COC(=O)c1ccc(CNC(=O)c2cc(COc3cncc(Cl)c3)on2)cc1	?	.
O=C(NNC(=O)C1C2CCC(C2)C1C(=O)O)c1ccc(Br)o1 (centres undefined)	i	7
CCC(=O)Nc1cccc(C(=O)/C=C/c2ccc(F)cc2)c1	?	.
COC(=O)C(CC(=O)c1ccc(Br)cc1)n1nc(C)cc1C (centres undefined)	?	.
Cc1ccc(C(=O)CSc2nnc(-c3ccco3)n2C)cc1	4%	-5
COc1ccc2[nH]c(=O)c(CN(C(=O)c3ccncc3)C(C)(C)C)cc2c1	?	.
Cc1cc(C)n2nc(-c3sccc3-n3c(C)ccc3C)cc2n1	-25%	-6
O=C(CC1CS(=O)(=O)CC1CC(=O)Nc1ccc2c(c1)OCCO2)Nc1ccc2c(c1)OCCO2 (centres undefined)	-5%	19
Cc1ccc(NC(=O)CN(C)C(=O)COC(=O)CCS(=O)(=O)c2ccc(C)cc2)cc1	?	.
CCCC(=O)C1=C(O)C(C(=O)OC)C(C)(C)CC1=Nc1ccc(N)cc1 (centres undefined)	?	.
Nc1ccccc1Nc1cc(-c2ccccc2)nn1-c1cccc(Cl)c1	i	-17
CN(C(=O)c1nc(-c2ccccc2)n(-c2ccccc2)n1)C1CCS(=O)(=O)C1 (centres undefined)	?	.
COCCN(C(=S)Nc1cccc(C)c1C)C(C)c1ccco1 (centres undefined)	7%	-7

Part of the list above in order of SMILES length, highest first.
SMILES	Lipid storage S3	Lipid storage S3 cell count max
O=C(CC1CS(=O)(=O)CC1CC(=O)Nc1ccc2c(c1)OCCO2)Nc1ccc2c(c1)OCCO2 (centres undefined)	-5%	19
O=C(Nc1ccccc1Cl)c1cccc(COc2cc(Cl)ccc2Cl)c1	?	.
COC(=O)C(CC(=O)c1ccc(Br)cc1)n1nc(C)cc1C (centres undefined)	?	.

Additional results follow.
SMILES	Lipid storage S3	Lipid storage S3 cell count max
CC1(CCc2ccccc2)NC(=O)N(CC(=O)Nc2ccc(S(N)(=O)=O)cc2)C1=O (centres undefined)	?	.
Fc1ccc(Oc2nnnn2-c2ccccc2)cc1	?	.
CS(=O)(=O)Nn1cnc2ccccc2c1=O	-31%	-4
Clc1ccc(COn2c(-c3ccc(Cl)cc3)nc3ccccc32)cc1	i	6
CCOC(=O)c1sc(NC(=O)CCN2CCOCC2)c(C(=O)OCC)c1C	?	.
O=C(c1ccco1)N1CCN(C(=S)NCc2ccc(F)cc2)CC1	i	-8
COc1ccc2ccc(Oc3ncccn3)cc2c1	i	-3
O=C(NCc1ccc(F)cc1)c1c(O)c2cccc3c2n(c1=O)CCC3	?	.
FC(F)(F)c1cccc(CNC2c3ccccc3-c3ccccc32)c1	?	.
Cc1onc(-c2c(F)cccc2Cl)c1C(=O)NCCO	?	.
CN(C)c1ccc(O)c2c1CC1CC3[C@@H](N(C)C)C(=O)C(C(N)=O)=C(O)[C@]3(O)C(=O)C1=C2O (some centres undefined)	?	.
Cc1cc(NC(=O)CCc2ccc(C)o2)no1	?	.
Cc1nnc(SCCn2c(N(C)Cc3ccccc3)nc3c2c(=O)[nH]c(=O)n3C)s1	?	.
O=C(O)c1c(-n2cccc2)sc2c1CCCC2	12%	1
Cc1ccc(C2Nc3ccccc3C(=O)N2Cc2ccco2)cc1 (centres undefined)	2%	-7
C=CCc1cccc2cc(C(=O)N(C)C)c(=O)oc12	?	.
COc1ccc(CCNC(=O)c2c(C)nn(-c3ccccc3)c2Cl)cc1OC	?	.
Cc1cc(C(=O)N/N=C2\CC(=O)CC(C)(C)C2)c(C)n1-c1ccccc1	?	.
Cc1ccc(Sc2c([N+](=O)[O-])c(C)nn2C)cc1	13%	5
O=C(CSc1nc(-c2ccccc2)nc2ccc(F)cc12)Nc1cccc(C(=O)O)c1	2%	1
O=C1COc2ccc(C(=O)COC(=O)Cc3c(F)cccc3Cl)cc2N1	?	.
O=C(Cc1c[nH]c2ccccc12)NCc1cccs1	6%	2
O=C(c1ccco1)N1CCN(S(=O)(=O)c2ccc3c(c2)OCCO3)CC1	i	-7
O=[N+]([O-])c1ccc(/C=N/Nc2ncc(Br)cn2)cc1	-20%	21

Among those listed so far, these contain a CF3 group:
SMILES	Lipid storage S3	Lipid storage S3 cell count max
C=CCNc1nc(C(F)(F)F)nc2c1nnn2Cc1ccccc1Cl	?	.
Cn1nc(C(F)(F)F)c(C(=O)Nc2cccc(Cl)c2)c1Cl	4%	11
O=C(NCc1ccccc1)c1ccc(COCC(F)(F)F)o1	10%	10
COc1ccccc1NC(=O)c1nnn(Cc2ccccc2)c1NC(=O)C(F)(F)F	?	.
CNC[C@@H](CC1CCCCC1)NC[C@H](CC(C)C)NCCc1cccc(C(F)(F)F)c1	?	.
FC(F)(F)c1cccc(CNC2c3ccccc3-c3ccccc32)c1	?	.
